Screening data deposited in PubChem BioAssay by Broad Institute.
miR-122 sensor: miR-122 Renilla sensor signal increase in Huh7, primary screen, miR-122 inhibitor project, cell-based, single point, plate reader; Huh7 miR-122 Renilla luciferase sensor, 48 h; neutral wells = 0, positive control = 100; activation (reporter increase), % at 12.5 µM; 340,000 tested, 0.3% active;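 active = mean replicate activation score at least 90 and every replicate individually at or above 90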;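 note: higher luciferase means less miR-122 activity so hits act as miR-122 inhibitors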
SIRT5 block: SIRT5 desuccinylase inhibitors, primary screen, biochemical, fluorescence imaging, single point, set 5; NAD-dependent protein deacylase sirtuin-5, mitochondrial (Homo sapiens), Q9NXA8; Purified SirT5, succinyl-peptide AMC, trypsin-coupled fluorescence; inhibition, % at 15 µM; 330,000 tested, 1.1% active; in the data active = inhibition above about 15%
Target sequence (Q9NXA8 whole entry, looked up): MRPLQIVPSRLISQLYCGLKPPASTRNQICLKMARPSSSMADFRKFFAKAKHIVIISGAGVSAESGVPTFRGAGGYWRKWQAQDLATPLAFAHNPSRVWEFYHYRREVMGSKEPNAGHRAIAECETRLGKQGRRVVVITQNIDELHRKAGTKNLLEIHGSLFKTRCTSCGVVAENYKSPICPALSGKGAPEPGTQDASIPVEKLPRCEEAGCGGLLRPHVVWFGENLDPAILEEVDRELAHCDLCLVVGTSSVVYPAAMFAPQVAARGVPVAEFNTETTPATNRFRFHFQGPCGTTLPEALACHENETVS
C2C12 statin: suppressors of statin myotoxicity in C2C12 myotubes, primary screen, cell-based, single point, plate reader; C2C12 myotubes + simvastatin, ATP luminescence, 48 h; scaled: DMSO 0, geranylgeraniol control 100; rescue of ATP level, % at 7.49 µM; 330,000 tested, 0.78% active; AID 602340, 2012;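 active = mean ATP rescue above about 67%, or every replicate alone reaching that limit, limit read from the data, passing the limit was not always enough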;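 note: myotubes were challenged with 10 µM simvastatin during compound exposure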
esBAF inh: Bmi1 luciferase reporter increase in mESCs, primary screen, esBAF inhibitor project, mouse ES cells, Bmi1 luciferase knock-in, single point; 350,000 tested, 2% active; reporter increase, % at 12.5 µM; 24 h; 100% = twice the neutral-well signal; in the data active = activation above about 40%;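 note: 0% = median of the plate's neutral control wells and 100% = double that signal; a rise in the Bmi1 reporter signal indicates esBAF inhibition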
ARNT TACC3 PPI: disruptors of ARNT/TACC3 protein interaction, primary screen, biochemical, AlphaScreen, single concentration | Transforming acidic coiled-coil-containing protein 3 (Homo sapiens), Q9Y6A5 | AlphaScreen His-ARNT PAS-B/GST-TACC3 binding, luminescence; TACC3 fragment carries E629A point mutation | inhibition, % at 9.99 µM | 390,000 tested, 0.66% active;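 active = mean inhibition of replicates at least 50% and at least half of replicates each reaching 50%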;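 note: 0% = complete ARNT plus TACC3 wells and 100% = ARNT alone without TACC3; many hits fall short of the cut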
ERp5 inh: inhibitors of ERp5-driven insulin aggregation, primary screen, biochemical, turbidity, absorbance 650 nm, single point | Protein disulfide-isomerase A6 (Homo sapiens), Q15084 | 90 min | inhibition, % at 9.99 µM | 350,000 tested, 0.05% active | AID 651711, 2012;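 active = mean replicate inhibition above about 25%, with every replicate also reaching it, limit read from the data, passing the limit was not always enough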
Target sequence (Q15084 whole entry, looked up): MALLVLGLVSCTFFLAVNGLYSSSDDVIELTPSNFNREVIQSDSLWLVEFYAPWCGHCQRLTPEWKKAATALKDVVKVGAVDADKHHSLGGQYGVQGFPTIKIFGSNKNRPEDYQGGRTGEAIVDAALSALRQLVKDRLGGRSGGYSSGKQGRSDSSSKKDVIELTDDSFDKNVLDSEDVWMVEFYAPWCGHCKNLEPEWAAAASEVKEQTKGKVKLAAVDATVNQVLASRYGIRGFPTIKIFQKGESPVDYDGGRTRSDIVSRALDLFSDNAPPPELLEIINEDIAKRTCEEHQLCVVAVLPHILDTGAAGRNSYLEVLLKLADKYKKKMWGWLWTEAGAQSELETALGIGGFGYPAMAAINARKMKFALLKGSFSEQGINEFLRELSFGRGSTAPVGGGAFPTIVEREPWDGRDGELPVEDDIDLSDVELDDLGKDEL
Cneo AK release: Cryptococcus neoformans cell lysis inducers, primary screen, AK release luminescence, single concentration; C. neoformans lysis, adenylate kinase release luminescence, 4 h; normalised: neutral wells 0, clomiphene wells 100; lysis activity, % at 15 µM; 360,000 tested, 0.2% active;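 active = mean lysis activity across replicates of at least 80%, whatever share of replicates individually reach that level; inactive = mean lysis activity below 80%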
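Material: C. neoformans cells; Schedule: 4 h static compound exposure, 37 °C, read 1 h post-reagent; Measured by: adenylate kinase release luminescence; Read-out: signal increase indicating cell lysis; Controls: Clomiphene as positive lysis control.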
* hit, by the source's call; · = not tested or not shown; [ ] = another dose, or the depositor's remark.

SMILES	miR-122 sensor	SIRT5 block	C2C12 statin	esBAF inh	ARNT TACC3 PPI	ERp5 inh	Cneo AK release
CC(C)C#Cc1ccc([C@@H]2[C@H]3CN(S(=O)(=O)Cc4ccccc4)CCCCN3[C@H]2CO)cc1	6[16.7 µM]	8	·	·	1	1	0
CCOc1ccc(S(=O)(=O)N2CCC(C(=O)N3CCOCC3)CC2)cc1Cl	4	-2	0	-2	·	2	0
CCn1cc(CNC(=O)c2ccc(Cl)c([N+](=O)[O-])c2)c(C)n1	·	0	·	·	3	2	·
Cc1coc(C)c1C(=O)CC1(O)C(=O)N(C)c2ccc(Cl)cc21 (stereo not drawn)	·	0	·	·	-5	2	·
Cc1ccc(-n2ccc(=O)c(C(=O)O)n2)cc1	-4	·	3	-4	-11	·	5
O=C(Nc1ccc(F)cc1)C1CCCN(S(=O)(=O)c2ccc(-n3cnnn3)cc2)C1 (stereo not drawn)	-2	-3	1	4	-4	3	2
Cn1c(SCC(=O)Nc2ccc(Br)cc2)nc(O)cc1=O	-1	7	8	-2	-1	0	3
O=C(C[C@H]1C=C[C@@H](NS(=O)(=O)c2ccccc2)[C@@H](CO)O1)NCc1ccncn1	·	-6	-4	0	·	-4	-1
O=C(NC1CCCC1)C(c1ccncc1)N(C(=O)c1csnn1)c1ccc(F)cc1 (stereo not drawn)	-6	-4	-3	2	2	3	0
COc1ccc(OC)c(/C=N\NC(=O)CSc2nnc(CCCc3ccc(OC)c(C)c3)o2)c1	·	·	40	-14	-4	·	0
CC(C)(C)c1ccc(C(=O)NNC(=O)Cc2cccc3ccccc23)cc1	-4	·	14	-3	-2	·	·
CC(C)CNC(=O)C(=O)NCCC1CCCCN1S(=O)(=O)c1cccs1 (stereo not drawn)	-7	-7	11	4	1	-1	-1
Cc1ccccc1C(=O)N1CCN(c2nc(N3CCOCC3)nc(N3CCOCC3)n2)CC1	-4	·	7	-5	-1	·	2
CCOC(=O)C1CCCN(C(=O)c2ccc3nc(-c4cccc(OC)c4)oc3c2)C1 (stereo not drawn)	14	1	9	48*	-1	-4	-4
O=C(C[C@@H]1C/C=C/CC[C@H](Cc2ccc(F)cc2)C(=O)OC[C@@H](Cc2ccccc2)NC1=O)N[C@H](CO)Cc1ccccc1	-6	·	-105	-4	0	-3	-2
O=C(NCCN1CCOCC1)C(=O)NCC1OCCCN1S(=O)(=O)c1cc(F)ccc1F (stereo not drawn)	-4	-2	7	3	·	1	-1
CCCS(=O)(=O)NC(=O)C1(C)CCN(C(=O)c2cc(-c3cccs3)oc2C)C1 (stereo not drawn)	-3	-2	0	-7	·	-6	4
C[C@@H]1CCCCO[C@H](CN(C)C(=O)C2CCCCC2)[C@H](C)CN([C@@H](C)CO)C(=O)c2cc(NC(=O)CCCCCC(=O)Nc3ccccc3N)ccc2O1	0[16.7 µM]	6	·	0	6	-1	0
CCSc1nnc(NC(=O)[C@@H](NC(=O)c2ccc(C(C)(C)C)cc2)C(C)C)s1	3	-4	1	13	-2	-4	-1
CS(=O)(=O)Nc1ccc2c(c1)[C@@H]1C[C@@H](CC(=O)NCc3ccccc3)O[C@H](CO)[C@@H]1O2	-2[16.7 µM]	-1	-5	-1	-8	-2	2

Single records, as listed above:
C[C@@H]1CCCCO[C@H](CN(C)C(=O)C2CCCCC2)[C@H](C)CN([C@@H](C)CO)C(=O)c2cc(NC(=O)CCCCCC(=O)Nc3ccccc3N)ccc2O1 as listed: miR-122 sensor = 0[16.7 µM]; SIRT5 block = 6; C2C12 statin = ·; esBAF inh = 0; ARNT TACC3 PPI = 6; ERp5 inh = -1; Cneo AK release = 0
CCSc1nnc(NC(=O)[C@@H](NC(=O)c2ccc(C(C)(C)C)cc2)C(C)C)s1 as listed: miR-122 sensor = 3; SIRT5 block = -4; C2C12 statin = 1; esBAF inh = 13; ARNT TACC3 PPI = -2; ERp5 inh = -4; Cneo AK release = -1
CS(=O)(=O)Nc1ccc2c(c1)[C@@H]1C[C@@H](CC(=O)NCc3ccccc3)O[C@H](CO)[C@@H]1O2 as listed: miR-122 sensor = -2[16.7 µM]; SIRT5 block = -1; C2C12 statin = -5; esBAF inh = -1; ARNT TACC3 PPI = -8; ERp5 inh = -2; Cneo AK release = 2

New compounds follow:
SMILES	miR-122 sensor	SIRT5 block	C2C12 statin	esBAF inh	ARNT TACC3 PPI	ERp5 inh	Cneo AK release
COc1ccc(NC(=O)Nc2ccc3c(c2)[C@H]2C[C@@H](CC(=O)N[C@@H](C)c4ccccc4)O[C@@H](CO)[C@H]2O3)cc1	-5[16.7 µM]	-1	-7	5	-13	-4	-7
COc1ccc(Cl)cc1NC(=O)CN(C)CC(=O)Nc1ccc(Br)cc1	·	-5	·	·	-6	2	·
CCCNC(=O)[C@@H]1[C@@H](CO)[C@@H]2Cn3c(ccc(-c4ccccc4F)c3=O)[C@@H]2N1CCC	2[16.7 µM]	7	-5	-2	-3	1	-3
O=c1cc(S(=O)(=O)Cc2ccccc2)[nH]c(=O)[nH]1	·	·	-59	3	5	18	0
COCCn1c(SCC(=O)NC2CCCC(C)C2C)nc2ccccc2c1=O (stereo not drawn)	0	1	12	7	-3	5	·
Cc1cc(NS(=O)(=O)c2ccccc2)c(C)c(Cl)c1O	-12	·	15	2	-2	·	-2
O=C(CN1C(=O)NC2(CCCc3ccccc32)C1=O)c1ccccc1F (stereo not drawn)	-10	·	3	11	-2	8	2
CO[C@@H]1CN(C)C(=O)c2cc(NC(=O)c3nc4ccccc4s3)ccc2OC[C@H](C)N(Cc2cncnc2)C[C@H]1C	·	-1	-7	25	1	2	-1
CC(=O)c1ccc(NS(=O)(=O)c2ccc(C)cc2)cc1	31	·	20	0	-3	·	1
COc1ccc(C(=O)NCCSCc2ccc(C)cc2)cc1	-9	·	11	-5	-5	·	9
O=C(Cc1ccccc1)Nc1ccc(NC(=O)c2ccccc2)c(Cl)c1	2	4	-4	2	8	1	0
C[C@H](c1ccccc1)n1nnc(COCc2ccccc2)c1C#CCOCc1ccccc1	-2	1	0	2	-7	3	-2
COc1ccc(S(=O)(=O)N(C)C[C@H]2OCCCC[C@H](C)Oc3ccc(NS(=O)(=O)c4ccc(C)cc4)cc3C(=O)N([C@@H](C)CO)C[C@@H]2C)cc1	7[16.7 µM]	22*	6	3	3	-4	0
COc1ccccc1Cn1c(C)c(C(=O)NCCC#N)sc1=O	·	·	8	-1	·	3	0
C[C@@H]1CCCCO[C@@H](CN(C)Cc2ccc(Cl)c(Cl)c2)[C@H](C)CN([C@@H](C)CO)C(=O)c2cc(NC(=O)Nc3ccccc3)ccc2O1	-11[16.7 µM]	-1	-50	-10	13	0	12
CN(C)CC(=O)Nc1ccc2c(c1)[C@H]1C[C@@H](CC(=O)NCc3cc(F)ccc3F)O[C@H](CO)[C@H]1O2	-2[16.7 µM]	-20	2	-2	-4	-5	53
O=C(COC(=O)C1CCN(S(=O)(=O)c2ccc3c(c2)OCCO3)CC1)Nc1ccc(C(F)(F)F)cc1	3	·	-3	2	15	·	·
Cc1c(C(=O)NCc2ccoc2)oc2ccc3c(c12)C(=O)CC(C)(C)O3	-15	·	6	104*	-2	·	-3
C[C@@H]1CN([C@H](C)CO)C(=O)c2cc(NC(=O)c3ccccc3)ccc2O[C@@H](C)CCCCO[C@@H]1CN(C)S(=O)(=O)c1cn(C)cn1	-1[16.7 µM]	-2	·	1	29	-4	3
CC(C)n1nnnc1SCC(=O)N1CCN(C(=O)c2ccco2)CC1	2	·	·	·	6	·	-3
CC(C)NC(=S)NC(=O)/C=C/c1cccc2ccccc12	2	-1	-5	-6	-4	-4	0
O=C(C1CCCN(Cc2nc(-c3ccc(Cl)cc3)no2)C1)N1CCOCC1 (stereo not drawn)	·	-3	·	·	-3	1	·
Cc1ccc(S(=O)(=O)N2CCOC2CNC(=O)C(=O)NCCN(C)C)cc1 (stereo not drawn)	2	-1	·	·	-18	2	8
Clc1cc(CSc2ccccc2)nc(-c2ccccc2)n1	-6	·	0	3	-25	·	·
COc1cc2cc(C)c(SCC(=O)N3CCN(C(=O)c4ccco4)CC3)nc2cc1OC	5	-1	-14	-7	25	2	2
C[C@@H]1CN([C@H](C)CO)C(=O)c2cc(NC(=O)Nc3ccc(F)cc3)ccc2O[C@H]1CN(C)C(=O)Nc1ccc(F)cc1	0[16.7 µM]	2	-21	-3	-9	-3	-1
COc1ccc(/C=N/NC(=O)c2ccccc2O)cc1Cn1cc([N+](=O)[O-])cn1	·	-2	·	·	-2	-3	0
CCOc1ccc(CN2CCN(Cc3nc4c(s3)CCCC4)CC2CCO)cc1 (stereo not drawn)	·	-1	·	·	-5	-3	·
Cc1ccc(S(=O)(=O)NC(CC(C)C)C(=O)N2CCC(C)CC2)cc1 (stereo not drawn)	2	1	4	-1	0	-1	16
CCCNC(=O)Nc1nccs1	-6	·	-11	-6	-12	·	0
CCc1ccc(-c2c(C)sc(NC(C)=O)c2C(N)=O)cc1	-7	·	-5	0	-2	·	-3
COc1ccc(C2(CNC(=O)c3cccs3)CCOCC2)cc1	6	-3	-6	-1	-5	7	0
COCC(=O)N(C[C@H]1N[C@H](CO)[C@@H]1c1ccc(C2=CCCC2)cc1)C(C)C	14[16.7 µM]	·	-15	2	5	·	0
COc1ccc(CCNC(=O)c2cc(-c3ccccc3)c(N3CCOCC3)s2)cc1OC	·	·	6	-9	·	6	1
C[C@H](CO)N1C[C@H](C)[C@@H](CN(C)Cc2ccc(C(=O)O)cc2)Oc2ccc(NC(=O)Cc3cn(C)c4ccccc34)cc2C1=O	3[16.7 µM]	-2	-2	-5	-1	0	3
O=C(COc1ccc(Cl)cc1Cl)Nc1ccccn1	-1	2	5	-79	-5	-3	-4
CCOc1ccc(C(=O)NC(=S)NC2CCCC2)cc1[N+](=O)[O-]	0	0	-12	-5	-4	0	7
COc1cc(C(=S)N2CCOCC2)ccc1OC(=O)c1cc(OC)c(OC)c(OC)c1	·	0	-11	3	4	0	-3
O=C(COc1ccc(S(=O)(=O)NCc2ccccc2)cc1)N1CCOCC1	5	0	11	2	-4	-4	0
N#C/C(=C\c1c(N2CCC(C(N)=O)CC2)nc2ccccn2c1=O)S(=O)(=O)c1ccccc1	-4	·	-9	2	14	·	1
O=C(COC(=O)c1ccc2c(c1)OCO2)NCc1ccc2c(c1)OCO2	8	·	-1	5	-1	·	2
CCOc1ccc(C(=O)c2cnc3ccccc3c2N2CCN(CC)CC2)cc1	-9	·	4	15	4	0	0
CN(CCc1ccccc1)C(=O)CC1C(=O)NCCN1Cc1ccccn1 (stereo not drawn)	-2	·	7	-2	·	7	-1
C1=CC2CC1CC2CN1CCN(Cc2ccccc2)CC1 (stereo not drawn)	9	·	4	·	34	·	0
CC(C)c1ccc(O)c(N)c1	9	·	13	19	-1	·	-1
COc1ccc(CNC(=O)C[C@H]2CC[C@@H](NC(=O)c3cccc(F)c3)[C@@H](CO)O2)cc1	·	2	1	4	32	-2	6
N#Cc1ccc(CN2CCN(C(=O)CNS(=O)(=O)c3ccc4c(c3)OCCCO4)CC2)cc1	-2	-5	2	-11	2	·	-2
C=CCNC(=O)c1ccccc1CCc1ccccc1	0	-2	5	-8	-1	4	-3
COc1ccc(CCn2c(C)cc(C(=O)CN3C(=O)C(=O)N(C4CCCC4)C3=O)c2C)cc1OC	·	-5	-27	7	1	3	4
CCOc1ccc(CCNC(=O)CCC(=O)Nc2ccc3nc(N4CCN(C)CC4)cc(C)c3c2)cc1OCC	-5	-9	21	-1	-4	0	-4

Arranged by molar mass (descending): three of the compounds above.
SMILES	miR-122 sensor	SIRT5 block	C2C12 statin	esBAF inh	ARNT TACC3 PPI	ERp5 inh	Cneo AK release
CN(CCc1ccccc1)C(=O)CC1C(=O)NCCN1Cc1ccccn1 (stereo not drawn)	-2	·	7	-2	·	7	-1
C1=CC2CC1CC2CN1CCN(Cc2ccccc2)CC1 (stereo not drawn)	9	·	4	·	34	·	0
CC(C)c1ccc(O)c(N)c1	9	·	13	19	-1	·	-1
